Source: PubChem
cln2 rad14 = NCI yeast anticancer drug screen, S. cerevisiae cln2 rad14 strain; AID 165; growth inhibition, % at 50 µM; 78,000 compounds, 8.3% hits;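 further: 0% = growth of vehicle-only cultures of the same strain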
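Relative to vehicle controls, growth inhibition of compound-treated cln2 rad14 yeast was recorded.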
yeast rad50 = NCI yeast anticancer drug screen, S. cerevisiae rad50 strain | 79,000 compounds, 10% hits | % growth inhibition at 50 µM;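 further: 0% = growth of vehicle-only cultures of the same strain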
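Vehicle-treated cultures provide the reference for the growth inhibition reported for compound-exposed, repair-deficient yeast.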
yeast bub3 = NCI yeast anticancer drug screen, S. cerevisiae bub3 mutant strain; growth inhibition, % at 50 µM; 78,000 compounds, 9.9% hits; AID 167;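 further: 0% = growth of vehicle-only cultures of the same strain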
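Readout: yeast growth inhibition, expressed relative to vehicle-only wells. The test organism is a mutant strain from a panel with lesions in DNA repair or checkpoint genes.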
yeast mlh1 rad18 = NCI yeast anticancer drug screen, S. cerevisiae mlh1 rad18 strain | % growth inhibition at 50 µM | 79,000 compounds, 11% hits | AID 175;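 further: 0% = growth of vehicle-only cultures of the same strain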
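Yeast w/ defined DNA-repair lesions; compound exposure; growth vs vehicle controls → % inhibition.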
sgs1 mgt1 = NCI yeast anticancer drug screen, S. cerevisiae sgs1 mgt1 strain. % growth inhibition at 50 µM. 78,000 compounds, 10% hits. AID 161;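 further: 0% = growth of vehicle-only cultures of the same strain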
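Percent growth inhibition was derived by comparing compound-exposed mutant yeast with vehicle-exposed cultures. The strain carries alterations in DNA damage repair.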
yeast mec2-1 = NCI yeast anticancer drug screen, S. cerevisiae mec2-1 strain | 79,000 compounds, 9% hits | growth inhibition, % at 50 µM | AID 157;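 further: 0% = growth of vehicle-only cultures of the same strain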
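Each compound was tested on mec2-1 yeast, a strain altered in DNA damage repair or cell cycle control. Growth inhibition is reported relative to vehicle.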
Active calls of the source: *; & = joins results of further samples. No stated cut-off is given here; in the data, active means growth inhibition above about 70%; inactive means the rest.

For Nc1cccc2c1-c1ccc([N+](=O)[O-])cc1C2=O the results were cln2 rad14 6, yeast rad50 8, yeast bub3 6, yeast mlh1 rad18 4, sgs1 mgt1 -6 and yeast mec2-1 18.
Screening Clc1ccc(C2SC=Cc3ccccc32)cc1 (stereo not drawn) returned cln2 rad14 6, yeast rad50 54, yeast bub3 50, yeast mlh1 rad18 38, sgs1 mgt1 48 and yeast mec2-1 34.
O=C(CC(O)(C(F)(F)F)C(F)(F)F)c1ccc(Cl)cc1 was read as cln2 rad14 3, yeast rad50 -2, yeast bub3 8, yeast mlh1 rad18 14, sgs1 mgt1 23 and yeast mec2-1 -4.
CCCCNC(=S)C(=S)NCCCC was read as cln2 rad14 27, yeast rad50 11, yeast bub3 17, yeast mlh1 rad18 -11, sgs1 mgt1 0 and yeast mec2-1 0.
Screening CSc1nc(N)c(NS(=O)(=O)c2ccccc2)c(=O)[nH]1 returned cln2 rad14 -3, yeast rad50 -11, yeast bub3 7, yeast mlh1 rad18 6, sgs1 mgt1 -18 and yeast mec2-1 -18.
For COc1cc(/C=C/C(=O)c2ccccc2)cc(OC)c1OC the results were cln2 rad14 35, yeast rad50 -5, yeast bub3 -18, yeast mlh1 rad18 -2, sgs1 mgt1 -3 and yeast mec2-1 -6.
`CCOC(=O)C1=C(c2ccccc2)OC(N)=C(C#N)C1c1ccccc1` (stereo not drawn) gave cln2 rad14 8, yeast rad50 -17, yeast bub3 25, yeast mlh1 rad18 -5, sgs1 mgt1 -18 and yeast mec2-1 -8.
CCOc1ccc(/C=C\C(=O)O)cc1 was read as cln2 rad14 -6, yeast rad50 -2, yeast bub3 1, yeast mlh1 rad18 2, sgs1 mgt1 8 and yeast mec2-1 -20.
Screening O=P1(C(c2ccccc2)c2ccccc2)OC2CC(Cl)CC(C2)O1 (stereo not drawn) returned cln2 rad14 -47, yeast rad50 5, yeast bub3 0, yeast mlh1 rad18 -12, sgs1 mgt1 -7 and yeast mec2-1 -2.
`COc1ccc(C2=NN(C(C)=O)C(c3cc(OC)c(OC)cc3N)S2)cc1OC` (stereo not drawn) (tested in a mixture with another compound) gave cln2 rad14 20, yeast rad50 16, yeast bub3 13, yeast mlh1 rad18 30, sgs1 mgt1 32 and yeast mec2-1 17.
O=C(OCCO)C1CC2CC1C1(C2)OCCO1 (stereo not drawn) was read as cln2 rad14 -12, yeast rad50 -2, yeast bub3 42, yeast mlh1 rad18 0, sgs1 mgt1 14 and yeast mec2-1 -13.
`CC1CC[P+](C)(c2ccccc2)c2ccccc21` (stereo not drawn) gave cln2 rad14 -5, yeast rad50 26, yeast bub3 3, yeast mlh1 rad18 21, sgs1 mgt1 2 and yeast mec2-1 16.
Screening O=C1c2ccccc2C(=O)N1CNc1ccccc1S returned cln2 rad14 28, yeast rad50 13, yeast bub3 22, yeast mlh1 rad18 -8, sgs1 mgt1 20 and yeast mec2-1 5.
For CC12CCC3c4ccc(OS(=O)(=O)O)cc4CCC3C1CC(O)C2O (stereo not drawn) the results were cln2 rad14 7, yeast rad50 -12, yeast bub3 -32, yeast mlh1 rad18 -23, sgs1 mgt1 -16 and yeast mec2-1 -24.
For CCCCC(Sc1n[nH]c(=O)[nH]c1=O)C(=O)OCC (stereo not drawn) the results were cln2 rad14 11, yeast rad50 13, yeast bub3 12, yeast mlh1 rad18 3, sgs1 mgt1 -8 and yeast mec2-1 -3.
Screening O=[N+]([O-])c1ccc2c(c1)C(=Nc1ccccc1)c1cccc([N+](=O)[O-])c1-2 returned cln2 rad14 -25&-37, yeast rad50 -22&7, yeast bub3 9&9, yeast mlh1 rad18 -26&20, sgs1 mgt1 -6&16 and yeast mec2-1 -13&16.
Screening O=C(NNC(=S)Nc1cccc(C(F)(F)F)c1)c1ccncc1 returned cln2 rad14 14, yeast rad50 23, yeast bub3 16, yeast mlh1 rad18 12, sgs1 mgt1 22 and yeast mec2-1 10.
N#CCCC(C#N)(CCC#N)C(N)=O was read as cln2 rad14 -50, yeast rad50 12, yeast bub3 5, yeast mlh1 rad18 2, sgs1 mgt1 -3 and yeast mec2-1 -18.
`COC(=O)c1ccccc1OC(C)=O` gave cln2 rad14 14, yeast rad50 10, yeast bub3 2, yeast mlh1 rad18 -11, sgs1 mgt1 0 and yeast mec2-1 11.
COc1cc(C2c3cc4c(cc3OC(C)(N3CCCC3)C2C)OCO4)cc(OC)c1OC (stereo not drawn) was read as cln2 rad14 14, yeast rad50 -25, yeast bub3 -3, yeast mlh1 rad18 0, sgs1 mgt1 -10 and yeast mec2-1 7.
Cc1ccnc(NC#N)n1 was read as cln2 rad14 19, yeast rad50 15, yeast bub3 19, yeast mlh1 rad18 15, sgs1 mgt1 22 and yeast mec2-1 14.
Screening O=C(CC(O)(c1ccccc1)c1ccc(Cl)cc1)NC(=O)c1ccccc1O (stereo not drawn) returned cln2 rad14 89*, yeast rad50 85*, yeast bub3 87*, yeast mlh1 rad18 87*, sgs1 mgt1 92* and yeast mec2-1 89*.
`O=[N+]([O-])/C=C/c1cn(CCCCCCCCCCCCn2cc(/C=C/[N+](=O)[O-])c3ccccc32)c2ccccc12` gave cln2 rad14 6, yeast rad50 -2, yeast bub3 -19, yeast mlh1 rad18 -14, sgs1 mgt1 -4 and yeast mec2-1 -25.
`CCCCC1(CC)COC(C)(CCC)OC1` (stereo not drawn) gave cln2 rad14 16, yeast rad50 -2, yeast bub3 -2, yeast mlh1 rad18 -7, sgs1 mgt1 4 and yeast mec2-1 -5.
CCN(CC)C(=S)Nc1ccc(Cl)cc1 was read as cln2 rad14 98*, yeast rad50 99*, yeast bub3 95*, yeast mlh1 rad18 97*, sgs1 mgt1 97* and yeast mec2-1 98*.
`O=C(Cc1ccccc1)NNc1nc(NNC(=O)c2ccncc2)nc(Nc2ccc(Cl)cc2)n1` gave cln2 rad14 10, yeast rad50 39, yeast bub3 32, yeast mlh1 rad18 60, sgs1 mgt1 55 and yeast mec2-1 48.
CC(C)=CC(=O)OC1CCC(C)CC1C(C)C (stereo not drawn) was read as cln2 rad14 12, yeast rad50 -2, yeast bub3 -3, yeast mlh1 rad18 -22, sgs1 mgt1 -7 and yeast mec2-1 -3.
CCCCNC(=O)/N=C/c1c(O)c2ccccc2oc1=O was read as cln2 rad14 -2, yeast rad50 8, yeast bub3 -43, yeast mlh1 rad18 -17, sgs1 mgt1 -13 and yeast mec2-1 -10.
`CN(C)C=N[C@@H](C(=O)O)c1ccccc1` gave cln2 rad14 9, yeast rad50 -9, yeast bub3 -5, yeast mlh1 rad18 10, sgs1 mgt1 -11 and yeast mec2-1 -19.
`O=C(OCCSC(=S)N1CCCCC1)c1ccccc1` gave cln2 rad14 -12, yeast rad50 -14, yeast bub3 17, yeast mlh1 rad18 0, sgs1 mgt1 2 and yeast mec2-1 -9.

The last 6 entries of the section above come first, to join the parts.
CCN(CC)C(=S)Nc1ccc(Cl)cc1 was read as cln2 rad14 98*, yeast rad50 99*, yeast bub3 95*, yeast mlh1 rad18 97*, sgs1 mgt1 97* and yeast mec2-1 98*.
`O=C(Cc1ccccc1)NNc1nc(NNC(=O)c2ccncc2)nc(Nc2ccc(Cl)cc2)n1` gave cln2 rad14 10, yeast rad50 39, yeast bub3 32, yeast mlh1 rad18 60, sgs1 mgt1 55 and yeast mec2-1 48.
CC(C)=CC(=O)OC1CCC(C)CC1C(C)C (stereo not drawn) was read as cln2 rad14 12, yeast rad50 -2, yeast bub3 -3, yeast mlh1 rad18 -22, sgs1 mgt1 -7 and yeast mec2-1 -3.
CCCCNC(=O)/N=C/c1c(O)c2ccccc2oc1=O was read as cln2 rad14 -2, yeast rad50 8, yeast bub3 -43, yeast mlh1 rad18 -17, sgs1 mgt1 -13 and yeast mec2-1 -10.
`CN(C)C=N[C@@H](C(=O)O)c1ccccc1` gave cln2 rad14 9, yeast rad50 -9, yeast bub3 -5, yeast mlh1 rad18 10, sgs1 mgt1 -11 and yeast mec2-1 -19.
`O=C(OCCSC(=S)N1CCCCC1)c1ccccc1` gave cln2 rad14 -12, yeast rad50 -14, yeast bub3 17, yeast mlh1 rad18 0, sgs1 mgt1 2 and yeast mec2-1 -9.
Screening COc1cc2c3c(c1OC)C(=O)CC3CCCC2 (stereo not drawn) returned cln2 rad14 -18, yeast rad50 -7, yeast bub3 6, yeast mlh1 rad18 11, sgs1 mgt1 -6 and yeast mec2-1 0.
For CC(=O)N1C(c2[nH]c3ccccc3c2Cc2ccccc2)CCN1c1ccccc1 (stereo not drawn) the results were cln2 rad14 86*, yeast rad50 85*, yeast bub3 88*, yeast mlh1 rad18 84*, sgs1 mgt1 88* and yeast mec2-1 87*.
For CC1CC(C#N)=C2NCCCCN2C1=O (stereo not drawn) the results were cln2 rad14 4, yeast rad50 -22, yeast bub3 -8, yeast mlh1 rad18 -14, sgs1 mgt1 -2 and yeast mec2-1 -45.
CCOC(=O)C1(C(C)C)OC2CCCCCN2C1=O (stereo not drawn) was read as cln2 rad14 2, yeast rad50 -4, yeast bub3 1, yeast mlh1 rad18 -15, sgs1 mgt1 19 and yeast mec2-1 8.
For [N-]=[N+]=C1C(=O)NCN=C1c1ccccc1 the results were cln2 rad14 -12, yeast rad50 6, yeast bub3 -6, yeast mlh1 rad18 5, sgs1 mgt1 2 and yeast mec2-1 2.
For CCOC(=O)c1cccc(C)c1C(=O)c1ccc(C)cc1C the results were cln2 rad14 -10, yeast rad50 39, yeast bub3 83*, yeast mlh1 rad18 60, sgs1 mgt1 47 and yeast mec2-1 79*.
For O=CC(=O)O the results were cln2 rad14 14, yeast rad50 28, yeast bub3 27, yeast mlh1 rad18 26, sgs1 mgt1 16 and yeast mec2-1 -20.
For COC(=O)/C=C/c1ccc(OP(=O)(O)O)c(OC)c1 the results were cln2 rad14 -21, yeast rad50 -22, yeast bub3 -57, yeast mlh1 rad18 -15, sgs1 mgt1 -31 and yeast mec2-1 -9.
Screening COc1cc(C(=O)C[n+]2ccccc2)ccc1O returned cln2 rad14 97*, yeast rad50 95*, yeast bub3 98*, yeast mlh1 rad18 100*, sgs1 mgt1 85* and yeast mec2-1 86*.
Screening COP(=O)(O)OP(=O)(O)OC returned cln2 rad14 6, yeast rad50 1, yeast bub3 14, yeast mlh1 rad18 17, sgs1 mgt1 25 and yeast mec2-1 -30.
Screening O=C(O)Cc1ccc(C2CCC(O)CC2)cc1 (stereo not drawn) returned cln2 rad14 -4&-18, yeast rad50 8&3, yeast bub3 5&0, yeast mlh1 rad18 1&1, sgs1 mgt1 21&3 and yeast mec2-1 -2&-5.
OCC(O)C(O)C(O)CO (stereo not drawn) was read as cln2 rad14 14&3&4, yeast rad50 8&10&-5, yeast bub3 0&-5&-46, yeast mlh1 rad18 10&-4&-8, sgs1 mgt1 14&7&-16 and yeast mec2-1 14&4&-8.
Screening CN(CC#N)CC#N returned cln2 rad14 -2, yeast rad50 19, yeast bub3 20, yeast mlh1 rad18 0, sgs1 mgt1 9 and yeast mec2-1 10.
For CCCCC(ON=C(C)C)C(=O)OC (stereo not drawn) the results were cln2 rad14 12, yeast rad50 19, yeast bub3 1, yeast mlh1 rad18 24, sgs1 mgt1 -10 and yeast mec2-1 32.
`COc1ccc(/C=N/Nc2nc(C)c3c(n2)Nc2ccccc2NC3=O)cc1` gave cln2 rad14 -2, yeast rad50 -15, yeast bub3 -1, yeast mlh1 rad18 -20, sgs1 mgt1 4 and yeast mec2-1 10.
COc1cc(-c2cc(=O)c3c(O)cc(O)cc3o2)cc(OC)c1OC was read as yeast rad50 -8, yeast mlh1 rad18 40 and yeast mec2-1 -11.
CS/C(=C\c1ccc2cc(C)ccc2[n+]1C)N1CCOCC1 was read as cln2 rad14 -2, yeast rad50 7, yeast bub3 -46, yeast mlh1 rad18 -56, sgs1 mgt1 -16 and yeast mec2-1 -4.
Screening COc1cc(NCCCCCCNCC(C)C)c2nccc(C)c2c1 returned cln2 rad14 18, yeast rad50 53, yeast bub3 38, yeast mlh1 rad18 22, sgs1 mgt1 63 and yeast mec2-1 44.
Screening NC(Cc1nn[nH]n1)C(=O)O (stereo not drawn) returned cln2 rad14 22, yeast rad50 -13, yeast bub3 1, yeast mlh1 rad18 -23, sgs1 mgt1 -43 and yeast mec2-1 -6.
For CCC(C)C(N)C(=O)N1CCCC1C(=O)O (stereo not drawn) the results were cln2 rad14 -26, yeast rad50 -23, yeast bub3 -2, yeast mlh1 rad18 -3, sgs1 mgt1 -1 and yeast mec2-1 -5.
For COC(=O)c1ccccc1NC(=O)Nc1ccc(F)cc1 the results were cln2 rad14 25, yeast rad50 22, yeast bub3 34, yeast mlh1 rad18 17, sgs1 mgt1 12 and yeast mec2-1 12.
O=C(CCC1CCCCC1=O)c1ccc(Br)cc1 (stereo not drawn) was read as cln2 rad14 -7, yeast rad50 6, yeast bub3 -7, yeast mlh1 rad18 -10, sgs1 mgt1 13 and yeast mec2-1 -16.

Compounds as they come; 13% or so of the library scored in one or more.
